LYPLA1 counter: LYPLA1 inhibitors, primary screen, counter-screen for PME1 inhibitor project, biochemical, fluorescence polarization, FP-Rh probe ABPP; recombinant LYPLA1; inhibition, % at 5.9 µM; AID 2174, 2009; hit rate 0.16% among 320,000;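 active means inhibition above the mean of all tested compounds plus 3 SD, set per campaign, cut at about 14% in these data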;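 further: inhibitors block serine hydrolase probe labeling of LYPLA1 so polarization falls; 0% = enzyme with DMSO and 100% = wells lacking LYPLA1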
PAFAH1B3 inh: PAFAH1B3 enzyme inhibitors, primary screen, biochemical, fluorescence polarization, human; Platelet-activating factor acetylhydrolase IB subunit alpha1 (Homo sapiens), Q15102; recombinant PAFAH1B3, FP-rhodamine probe; inhibition, % at 3.39 µM; hit rate 0.28% among 340,000; AID 492972, 2010;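 active means inhibition above the screen-wide average of all tested compounds plus 3 SD, cut at about 25% in these data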;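 further: 0% = enzyme with DMSO only and 100% = wells lacking PAFAH1B3 protein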
PAFAH1B2 FP inh: PAFAH1B2 enzyme inhibitors, primary screen, biochemical, fluorescence polarization, human. hit rate 1.2% among 340,000. AID 492953, 2010. Platelet-activating factor acetylhydrolase IB subunit alpha2 (Homo sapiens), P68402. inhibition, % at 3.39 µM. recombinant PAFAH1B2, FP-rhodamine activity probe;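 active means inhibition above the mean of all tested compounds plus 3 SD, cut at about 24% in these data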;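 further: 0% = enzyme with DMSO and 100% = wells lacking PAFAH1B2; many of its hits are not listed in these tables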
Target sequence (P68402 whole entry, looked up): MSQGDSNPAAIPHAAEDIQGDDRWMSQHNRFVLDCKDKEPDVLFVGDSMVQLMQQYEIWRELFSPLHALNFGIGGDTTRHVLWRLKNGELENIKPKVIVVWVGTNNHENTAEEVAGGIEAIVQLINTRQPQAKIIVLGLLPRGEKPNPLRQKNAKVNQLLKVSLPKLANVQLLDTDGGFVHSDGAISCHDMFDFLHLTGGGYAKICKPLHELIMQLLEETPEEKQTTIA
pPAFAH inh: pPAFAH enzyme inhibitors, primary screen, biochemical, fluorescence polarization, human. Platelet-activating factor acetylhydrolase (Homo sapiens), Q13093. recombinant pPAFAH, FP-rhodamine probe fluorescence polarization. inhibition, % at 3.39 µM. hit rate 1.5% among 330,000. AID 463082, 2010;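 active means inhibition above the mean inhibition across the screen plus 3 SD, cut at about 25% in these data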;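 further: inhibitors block binding of the rhodamine activity-based probe so polarization drops; 0% = enzyme with DMSO and 100% = wells lacking pPAFAH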
Target sequence (Q13093 whole entry, looked up): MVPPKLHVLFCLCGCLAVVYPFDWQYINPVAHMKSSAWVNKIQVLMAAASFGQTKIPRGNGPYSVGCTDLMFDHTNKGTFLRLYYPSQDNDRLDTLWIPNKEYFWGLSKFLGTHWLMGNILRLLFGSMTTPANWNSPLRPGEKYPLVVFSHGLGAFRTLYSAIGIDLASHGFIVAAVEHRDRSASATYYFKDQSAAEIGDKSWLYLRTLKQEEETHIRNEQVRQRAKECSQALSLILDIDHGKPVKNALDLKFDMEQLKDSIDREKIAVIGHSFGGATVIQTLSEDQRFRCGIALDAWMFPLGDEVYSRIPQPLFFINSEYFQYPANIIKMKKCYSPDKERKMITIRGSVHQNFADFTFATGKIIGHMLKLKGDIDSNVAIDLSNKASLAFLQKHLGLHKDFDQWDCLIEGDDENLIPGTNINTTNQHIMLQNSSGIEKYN
PREPL inhibitor: PREPL enzyme inhibitors, primary screen, biochemical, fluorescence polarization | Prolyl endopeptidase-like (Homo sapiens), Q4J6C6 | recombinant PREPL, fluorescence polarization activity-based probe | inhibition, % at 5.96 µM | hit rate 0.68% among 320,000; in the data active means inhibition above about 43%;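 further: 0% = enzyme with DMSO and 100% = wells lacking enzyme; many of its hits are not listed in these tables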
GSTO1 inh: inhibitors of recombinant GSTO1, primary screen, counter-screen for RBBP9 inhibitor project, biochemical, fluorescence polarization; Glutathione S-transferase omega-1 (Homo sapiens), P78417; activity-based probe fluorescence polarization; inhibition, % at 5.96 µM; hit rate 1.1% among 300,000; AID 1974, 2009;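 active means inhibition above the campaign mean inhibition plus 3 SD, cut at about 35% in these data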;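 further: 0% = GSTO1-1 with DMSO and 100% = wells lacking GSTO1-1 enzyme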
PME-1 inh: PME-1 inhibitors via competitive probe labeling, primary screen, biochemical, fluorescence polarization, FP-Rh probe, HTS. Protein phosphatase methylesterase 1 (Homo sapiens), Q9Y570. AID 2130, 2009. inhibition, % at 5.9 µM. hit rate 0.53% among 320,000. recombinant PME-1;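 active means inhibition above the campaign mean of all compounds plus 3 SD, cut at about 26% in these data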;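 further: competitive labeling of PME-1 active site by serine hydrolase directed probe; 0% = PME-1 with DMSO and 100% = wells lacking PME-1 enzyme; inhibitors block probe labeling so polarization falls and inhibition rises; many of its hits are not listed in these tables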
LYPLA2 counter: LYPLA2 inhibitors, primary screen, counter-screen for PME1 inhibitor project, biochemical, fluorescence polarization, FP-Rh probe ABPP; Acyl-protein thioesterase 2 (Homo sapiens), O95372; recombinant LYPLA2; inhibition, % at 5.9 µM; hit rate 0.38% among 320,000;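 active means inhibition above the screen-wide mean plus 3 SD, limit set per campaign, cut at about 26% in these data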;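 further: 0% = LYPLA2 with DMSO and 100% = wells lacking LYPLA2 enzyme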
Target sequence (O95372 whole entry, looked up): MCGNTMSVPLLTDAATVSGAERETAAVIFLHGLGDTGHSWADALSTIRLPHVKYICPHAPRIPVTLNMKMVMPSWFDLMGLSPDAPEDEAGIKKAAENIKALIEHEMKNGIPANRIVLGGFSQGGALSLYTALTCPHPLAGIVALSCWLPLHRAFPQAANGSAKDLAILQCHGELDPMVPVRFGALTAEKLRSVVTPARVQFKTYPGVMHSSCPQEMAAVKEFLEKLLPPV
PAD4 FP inh: human PAD4 inhibitors, primary screen, biochemical, fluorescence polarization, 1536-well format; recombinant PAD4, RCA probe fluorescence polarization; hit rate 0.41% among 330,000; inhibition, % at 6.36 µM;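 active means percent inhibition above a cutoff equal to the mean of all tested compounds plus 3 SD, cut at about 15% in these data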;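 further: 0% = PAD4 with RCA probe and DMSO and 100% = probe without PAD4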
* marks the source's active call; other numbers are inactive results; . = no result given. The list is partial, so the mix of outcomes need not match the whole.

Every second line gives: LYPLA1 counter	PAFAH1B3 inh	PAFAH1B2 FP inh	pPAFAH inh	PREPL inhibitor	GSTO1 inh	PME-1 inh	LYPLA2 counter	PAD4 FP inh
- COc1ccc(C)cc1NC(=O)c1ccc([N+](=O)[O-])cc1[N+](=O)[O-]
    -5	4	8	6	-5	4	2	3	-1
- O=C(O)CCCN1C(=O)c2ccc(Oc3cccc([N+](=O)[O-])c3)cc2C1=O
    0	12	-8	-1	-3	-1	-1	24	-6
- OC(COc1ccc2ccccc2c1)CN1CCCC1 (centres undefined)
    -1	7	6	4	-38	5	-1	-4	-1
- COc1ccc(OCCSc2nnc3sc4ccccc4n23)cc1
    -3	9	5	-1	8	12	-4	7	-11
- CCN1CCN(C(=O)CN(c2ccc(F)cc2)S(=O)(=O)c2ccc(OC)c(OC)c2)CC1
    -1	0	0	6	-1	2	-1	0	0
- Cc1ccc(C2C3=C(CCCC3=O)N=C3c4ccccc4C(=O)C32)cc1 (centres undefined)
    1	11	9	9	11	7	8	7	-1
- CCCCc1nc(NCC2CCCO2)c(C#N)c2c1COC(C)(C)C2 (centres undefined)
    1	4	2	4	-2	4	5	4	1
- COc1cc(NC(=O)COC(=O)CCc2cc(OC)c(OC)c(OC)c2)cc(OC)c1
    1	6	6	6	2	0	0	-5	-1
- Cc1ccc(C(=O)Nc2ccc3c(c2)ncn3C)cc1
    1	10	7	2	-8	-3	-3	-4	1
- CCOC(=O)c1cc(S(=O)(=O)N2CCN(C3CCCCC3)CC2)cn1C
    -3	9	-3	2	-14	-3	-5	-5	2
- Oc1ccc(-c2csc(Nc3ccccn3)n2)cc1O
    -8	21	5	40*	8	11	0	-13	-4
- CN(C)c1nc(N)nc(-c2nc3ccccc3s2)n1
    0	8	5	-1	13	-3	0	-2	0
- CC(=O)c1cccc(NC(=O)NNC(=O)c2ccc3ccccc3c2)c1
    -5	7	-4	2	2	0	-8	-5	1
- C=CCn1c(CCNC(=O)C(C)(C)C)nc2ccccc21
    1	3	-4	3	3	2	0	1	0
- COc1ccccc1NC(=O)CSc1nccc(-c2ccco2)n1
    1	8	-3	3	-5	.	-1	7	-2

Profiles, quoted from the list:
CCCCc1nc(NCC2CCCO2)c(C#N)c2c1COC(C)(C)C2 (centres undefined) as listed: LYPLA1 counter = 1; PAFAH1B3 inh = 4; PAFAH1B2 FP inh = 2; pPAFAH inh = 4; PREPL inhibitor = -2; GSTO1 inh = 4; PME-1 inh = 5; LYPLA2 counter = 4; PAD4 FP inh = 1
CC(=O)c1cccc(NC(=O)NNC(=O)c2ccc3ccccc3c2)c1 as listed: LYPLA1 counter = -5; PAFAH1B3 inh = 7; PAFAH1B2 FP inh = -4; pPAFAH inh = 2; PREPL inhibitor = 2; GSTO1 inh = 0; PME-1 inh = -8; LYPLA2 counter = -5; PAD4 FP inh = 1

(continued)
Every second line gives: LYPLA1 counter	PAFAH1B3 inh	PAFAH1B2 FP inh	pPAFAH inh	PREPL inhibitor	GSTO1 inh	PME-1 inh	LYPLA2 counter	PAD4 FP inh
- O=[N+]([O-])c1nn(-c2ccc3c(c2)OCCO3)n(O)c1=NCc1ccc(F)cc1
    6	-1	0	11	-4	-2	-3	2	-3
- Cc1ccc(NC(=O)COC(=O)CCc2ccc(S(=O)(=O)N3CCOCC3)cc2)cc1F
    -2	6	3	3	2	40*	-6	-2	-4
- O=C(CN1C(=O)c2ccccc2S1(=O)=O)Nc1ncc(Cl)cc1Cl
    .	11	10	22	26	.	.	.	2
- CCOC(=O)c1c(S(=O)(=O)NCC(=O)Nc2cccc(F)c2)c(C)n(C)c1C
    -2	1	-2	4	11	8	1	-5	0
- COc1ccccc1/C=N\Nc1cc(C)nc(-n2nc(C)cc2C)n1
    3	-4	4	6	12	3	24	-2	-1
- COc1ccc(NC(=O)C(=O)NCc2ccncc2)c(OC)c1
    1	-5	-1	3	6	8	-3	0	-6
- O=C(CN1C(=O)NC2(CCc3ccccc32)C1=O)c1ccc(Br)cc1 (centres undefined)
    2	13	-2	-4	8	9	8	4	0
- CN1CCN(S(=O)(=O)c2cccc(C(=O)Nc3ccc(Br)cc3Br)c2)CC1
    -6	-2	4	0	3	-1	-1	-1	1
- CC1CCN(c2ccc(S(=O)(=O)N3CCC(C)CC3)cc2N)CC1
    -1	4	0	2	2	-2	-2	3	-4
- CCN(c1ccccc1)S(=O)(=O)c1ccc2c(c1)N(C(C)=O)CCO2
    -3	7	9	0	11	6	-5	5	-2
- Cc1ccc(Cn2c(=O)c3cccnc3n(CC(=O)Nc3cccc(C(F)(F)F)c3)c2=O)cc1
    -33	-17	-5	-15	-6	-8	-30	-62	-1
- Cc1ccc(CSc2nnc(Cn3c(=O)sc4ccccc43)n2C)cc1
    0	6	3	2	1	3	3	-1	1
- COc1cc(CN2CCNC(=O)C2CC(=O)N2CCCN(C(C)=O)CC2)cc(OC)c1 (centres undefined)
    0	7	6	2	12	8	2	7	-1
- CCn1c(SCC(=O)Nc2cccnc2Cl)nnc1-c1ccccc1
    0	6	2	3	-3	0	-3	1	6
- CCn1nc(C)c(/C=N/NC(=O)Cn2nc(C)cc2C)c1C
    0	5	-1	-4	5	2	-7	-5	3
- Cc1csc(SCC(=O)NC2CCC(C)CC2)n1 (centres undefined)
    -2	3	3	1	-1	6	-11	0	2
- CC(C)C(=O)Nc1ccc(NC(=O)c2cc3ccccc3o2)cc1
    0	1	0	7	7	2	-3	16	-2
- COc1cccc(CN(C)C(=O)C2CC(=O)N(c3ccc4c(c3)OCCO4)C2)c1 (centres undefined)
    4	5	7	2	8	6	2	3	-2
- O=C(N/N=C/C1CC=CCC1)c1cc(Br)ccc1O (centres undefined)
    -1	8	5	12	7	-13	-7	-2	-4
- CC1CCCCN1S(=O)(=O)c1ccc(C(=O)Nc2nnc(-c3ccccc3Cl)o2)cc1 (centres undefined)
    1	-1	4	2	1	-14	1	-2	4
- N[C@@H](Cc1ccc(O)cc1)c1nnc([C@H](CC(=O)O)NC(=O)C2CCNCC2)o1
    3	7	-1	1	6	5	-9	-2	-1
- Cc1nn(C)c(Cl)c1CN1CCCC(C(=O)Nc2cccc(-n3cccn3)c2)C1 (centres undefined)
    3	-6	1	0	-3	4	4	18	0
- CN(C(=O)Cn1cc([N+](=O)[O-])ccc1=O)C1CCCCC1
    1	-1	8	-2	3	.	-4	8	1
- Fc1ccc(CNCCC(Cc2ccccc2)c2ccco2)cc1 (centres undefined)
    1	11	11	-2	-76	7	0	0	1
- CC(C)CNC(C)C(=O)Nc1ccc(S(N)(=O)=O)cc1 (centres undefined)
    7	-1	2	7	3	9	4	12	-3
- CCOC(=O)N1CCC(NCCNC(=O)c2cccc(F)c2)CC1
    -1	-7	1	1	25	.	-3	2	-1
- CCc1ccccc1N(C)S(=O)(=O)c1ccc2[nH]cc(C(=O)N3CCc4ccccc43)c(=O)c2c1
    -16	-26	-21	-2	16	-29	-26	-42	-10
- O=C(CN1CCOCC1)Nc1c(-c2ccccc2)c2cc(Br)ccc2[nH]c1=O
    0	6	7	6	9	3	-3	4	3
- O=C(/C=C/c1ccccc1)N1CCCN(C(=O)/C=C/c2ccccc2)CC1
    -1	4	16	3	-19	1	7	6	-2
- COc1ccc(CCNC(=O)CNS(=O)(=O)c2ccc(F)c(Cl)c2)cc1OC
    2	-2	2	-8	6	-7	-4	-9	-9

Arranged by molecular weight (highest first): some entries from above
Every second line gives: LYPLA1 counter	PAFAH1B3 inh	PAFAH1B2 FP inh	pPAFAH inh	PREPL inhibitor	GSTO1 inh	PME-1 inh	LYPLA2 counter	PAD4 FP inh
- CC1CCCCN1S(=O)(=O)c1ccc(C(=O)Nc2nnc(-c3ccccc3Cl)o2)cc1 (centres undefined)
    1	-1	4	2	1	-14	1	-2	4
- O=C(/C=C/c1ccccc1)N1CCCN(C(=O)/C=C/c2ccccc2)CC1
    -1	4	16	3	-19	1	7	6	-2
- Fc1ccc(CNCCC(Cc2ccccc2)c2ccco2)cc1 (centres undefined)
    1	11	11	-2	-76	7	0	0	1
- Cc1csc(SCC(=O)NC2CCC(C)CC2)n1 (centres undefined)
    -2	3	3	1	-1	6	-11	0	2

Later entries:
Every second line gives: LYPLA1 counter	PAFAH1B3 inh	PAFAH1B2 FP inh	pPAFAH inh	PREPL inhibitor	GSTO1 inh	PME-1 inh	LYPLA2 counter	PAD4 FP inh
- Cc1cc(=O)oc2cc(OCC(=O)NC3CC(C)(C)NC(C)(C)C3)ccc12
    2	10	2	4	15	2	0	-1	-3
- Cc1cccc(-c2oc3ccc(-c4ccc5c(c4)OCO5)cc3c2/C=C/c2ccc(N)cc2)c1
    -4	2	-1	6	10	6	6	0	-9
- CCN(CC)C(=O)CSc1nc2ccccc2o1
    2	4	1	-1	12	-4	8	-2	1
- CCOC(=O)C1CCCN(C(=O)c2ccc(CS(=O)(=O)c3ccc(Br)cc3)o2)C1 (centres undefined)
    -1	8	8	3	6	0	4	-1	-3
- CC(C)(C)NC(=O)NC(=O)COC(=O)Cn1c(C(F)(F)F)nc2ccccc21
    -2	-1	-5	-7	12	-7	-1	-1	-7
- CCOC(=O)N1CCN(C(=O)C(C)N(c2ccccc2)S(C)(=O)=O)CC1 (centres undefined)
    -3	2	-1	3	4	-8	-1	1	-2
- Cc1ccc(NC(=S)NC2CCCC2)cc1
    2	7	6	-3	10	-6	2	-2	5
- O=C(Nc1cccn2ncnc12)c1ccccc1
    1	5	5	2	4	-1	-5	5	-5
- O=C(Nc1ccc2c3c(cccc13)CC2)c1ccc(Br)o1
    1	3	3	0	10	3	1	3	-4
- Cc1cccc(NC(=O)c2ccc(S(=O)(=O)NCc3cccnc3)cc2)c1
    0	-1	0	10	-3	5	-1	-1	1
- Cc1c(OC(C(=O)O)c2ccccc2)ccc2c(-c3ccccc3)cc(=O)oc12 (centres undefined)
    5	13	8	14	11	-1	13	7	-1
- COc1cc(C(=O)NCC(=O)OCc2ccccc2Cl)cc(OC)c1OC
    -2	6	1	-1	1	5	-1	-14	-2
- COC(=O)c1ccc(NC(=O)CSc2ccccc2)cc1
    -2	0	6	-1	-5	6	1	2	3
- N#CCCn1nc(-c2ccccc2)cc1Nc1ccccc1NC(=O)C(F)(F)F
    -1	-6	-4	0	3	-3	-6	6	7

Three compounds already listed, arranged by the number in PAFAH1B3 inh, largest number first:
| molecule | PAFAH1B3 inh |
| --- | --- |
| COc1cc(C(=O)NCC(=O)OCc2ccccc2Cl)cc(OC)c1OC | 6 |
| CCN(CC)C(=O)CSc1nc2ccccc2o1 | 4 |
| Cc1cccc(-c2oc3ccc(-c4ccc5c(c4)OCO5)cc3c2/C=C/c2ccc(N)cc2)c1 | 2 |

A few values from above:
Value for Cc1ccc(NC(=S)NC2CCCC2)cc1 in PAFAH1B2 FP inh: 6
Value for O=C(Nc1cccn2ncnc12)c1ccccc1 in PREPL inhibitor: 4
Value for N#CCCn1nc(-c2ccccc2)cc1Nc1ccccc1NC(=O)C(F)(F)F in PAFAH1B2 FP inh: -4
